Compound activity: PubChem BioAssay, National Center for Advancing Translational Sciences (NCATS)
Vif-A3G inh: Vif-A3G binding inhibition | Q9HC16 | HeLa A3G-eYFP + Vif (tagged APOBEC3G with the HIV-1 protein that degrades it), YFP fluorescence, overnight | Potency, µM (top dose mostly 46.1 µM), for inactives: at the highest dose activity, negative = active, actives largely listed as inhibitors | 410,000 compounds, 0.076% hits;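 further: potency means the concentration at half of the fitted maximal effect; on the % scale 0 is the no-effect control and ±100 the full control effect; nearly all actives have a fitted effect of over 60% in size; hits raise eYFP signal because A3G escapes Vif-driven loss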
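Read-out is eYFP fluorescence (Ex 488/Em 500-530) from Vif-expressing HeLa A3G-eYFP cells; more signal means A3G escaped Vif-mediated degradation. Cells plated overnight, compound pinned in, incubated overnight at 37 deg C.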
Vif-APOBEC3F blk: blocks the Vif interaction with APOBEC3F; HeLa A3F-eYFP + Vif (tagged APOBEC3F with the HIV-1 protein that degrades it), YFP fluorescence increase; Potency, µM (top dose mostly 46.1 µM), for inactives: at the top dose activity, negative = active; 390,000 compounds, 0.2% hits; further: potency means the concentration at half of the fitted maximal effect; % of control where 0% means no effect; nearly all actives have a fitted effect of over 65% in size
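Fluorescence increase (Ex 488/Em 500-530) after overnight compound treatment at 37 deg C flags inhibition of Vif-driven A3F-eYFP loss in stable HeLa A3F-eYFP/Vif cells seeded overnight beforehand.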
D1 antagonist: human D1 dopamine receptor antagonism; 360,000 compounds, 3.2% hits; AID 504652; HEK293 TREx D1 cells, calcium flux, dopamine EC80; active compounds read low; activity change, negative = inhibition, % at 10 µM; P21728; in the data active means activity change below about -30%; further: on the % scale 0 is the no-effect control and ±100 the full control effect
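Tetracycline-induced HEK293 T-REx cells with force-coupled D1 receptor were loaded with a no-wash calcium dye. Compound was added after a 10 s baseline and read kinetically for 180 s; EC80 dopamine was then added and calcium flux followed another 180 s.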
Glioma ERSR ind: inducers of ER stress response in human glioma cells; U87-MG GRP78 promoter luciferase reporter, 16 h; AID 602332; Potency, µM, without a hit: at the top dose activation, usual class: activators; 420,000 compounds, 0.02% hits; further: potency means the concentration at half of the fitted maximal effect; series mostly up to about 76 µM; % of control where 0% means no effect; nearly all actives have a fitted effect of over 35% in size
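Stably transfected U87-MG glioma cells carrying a GRP78-based luciferase sensor; 16 h compound incubation. Luminescence end-point read 10 min after Bright-Glo addition at room temperature.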
RXFP1 ag: activates the human relaxin receptor RXFP1 | Q9HBX9 | HEK293T-RXFP1 cAMP TR-FRET, 30 min; response scale: percent of porcine relaxin response, buffer zero | Potency, µM (series often up to 57.5 µM), without a hit: at the highest dose activation, actives largely listed as activators | 370,000 compounds, 0.3% hits | AID 2676; further: potency means the concentration at half of the fitted maximal effect; on the % scale 0 is the no-effect control and ±100 the full control effect; nearly all actives have a fitted effect of over 60% in size; many of its hits are not listed in these tables
Target sequence (Q9HBX9 whole entry, looked up): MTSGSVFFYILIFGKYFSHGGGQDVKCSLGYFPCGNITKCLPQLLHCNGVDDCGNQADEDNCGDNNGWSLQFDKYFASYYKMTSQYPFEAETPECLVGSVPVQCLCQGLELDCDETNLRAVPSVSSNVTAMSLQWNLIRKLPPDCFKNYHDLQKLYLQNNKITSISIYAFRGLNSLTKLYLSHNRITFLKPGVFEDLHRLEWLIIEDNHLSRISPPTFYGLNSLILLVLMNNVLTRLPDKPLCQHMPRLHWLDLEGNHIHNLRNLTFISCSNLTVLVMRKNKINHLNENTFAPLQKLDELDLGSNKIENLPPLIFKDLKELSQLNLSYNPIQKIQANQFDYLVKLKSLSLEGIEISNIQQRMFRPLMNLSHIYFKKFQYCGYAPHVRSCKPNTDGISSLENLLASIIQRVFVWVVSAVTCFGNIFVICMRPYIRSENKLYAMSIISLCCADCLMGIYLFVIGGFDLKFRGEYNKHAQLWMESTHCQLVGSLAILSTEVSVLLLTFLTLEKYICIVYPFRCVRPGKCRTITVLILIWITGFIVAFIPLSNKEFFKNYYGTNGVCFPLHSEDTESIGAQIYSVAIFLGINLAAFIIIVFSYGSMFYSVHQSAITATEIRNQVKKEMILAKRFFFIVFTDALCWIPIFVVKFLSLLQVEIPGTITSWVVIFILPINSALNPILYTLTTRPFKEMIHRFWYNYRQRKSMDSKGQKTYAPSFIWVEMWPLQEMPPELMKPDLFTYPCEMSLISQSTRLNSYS
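HEK293T cells stably expressing RXFP1 were pretreated with the PDE4 inhibitor Ro 20174, exposed to compounds for 30 min at 37C, lysed, and cAMP was read by TR-FRET. Data normalized to buffer (basal) and 29 nM porcine relaxin (100%).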
D2 potentiator: positive allosteric modulators of human D2 dopamine receptor; P14416; HEK293 T-REx D2, calcium flux, EC20 dopamine potentiation; potentiation, % at 10 µM; 340,000 compounds, 0.34% hits;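 active means potentiation over 3 SD above the plate norm, cut at about 30% in these data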; further: 0% is about no effect
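Cells plated with tetracycline inducer and held overnight at 30 C; calcium dye loaded 30–90 min at room temperature; baseline taken, compound added and read 180 s; EC20 dopamine then added and read 180 s.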
D1 potentiator: human D1 dopamine receptor positive modulation; AID 504651; P21728; 360,000 compounds, 0.036% hits; potentiation, % at 10 µM; HEK293 TREx D1 cells, calcium flux, dopamine EC20 potentiation; in the data active means potentiation above about 30%; further: 0% is about no effect
LDHA block: inhibitors of human lactate dehydrogenase A; 480,000 compounds, 0.15% hits; AID 1347041; purified LDHA, NADH/diaphorase-resazurin fluorescence; active compounds read low; activity change, % (values are at about 110 or 230 µM); in the data active means activity change below about -30%; inconclusive means mostly about -25% to -30%;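 further: plate controls were DMSO wells for no effect and wells without enzyme for full effect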
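Human LDH5 at 2 nM final in Tris HCl pH 7.4 with 0.06 mM NADH and 0.2 mM pyruvate, reacted 5 minutes at room temperature. Remaining NADH coupled via diaphorase/resazurin; resorufin fluorescence read at 0 and 20 minutes, normalized to enzyme-free and DMSO wells.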
D1 ag: human D1 receptor agonism; P21728; HEK293 T-REx D1 cells, calcium flux, agonist mode; activation, % at 2 µM; 360,000 compounds, 1% hits; in the data active means activation above about 30%; further: 0% is about no effect
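Agonism was scored from calcium flux recorded over 180 s (1 read/s) after pintool compound addition, following a 10-cycle baseline. Cells were inducible force-coupled HEK293 TREx D1, plated overnight at 30 C and loaded with no-wash calcium dye.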
* hit, by the source's call; u = inconclusive; x = no result given; & = joins results of further samples. Unless noted, the call rests on the fitted dose curve; in most records, active means well fitted curve in the direction sought with a large enough effect; inconclusive means small, poorly fitted or top-dose-only effect, or another doubt; inactive means no such curve, though single readings can be large; an effect the other way counts as inactive or inconclusive. The list is partial; the hit share may differ from the screen's.

(1) Cc1cc(C)c(S(=O)(=O)N2CCN(C(=O)N3CCCCC3)CC2)c(C)c1
(2) Cc1ccc(-c2nn(CCC(=O)Nc3ccc(Cl)c(Cl)c3)c(=O)c3ccccc23)cc1
(3) O=C(/C=C/c1ccccc1)Nc1cccc(C(=O)NCCc2ccccc2)c1
(4) O=C(CSc1nc(O)cc(=O)n1-c1ccccc1)NCc1ccccc1
(5) COc1cc(C(=O)Nc2ccc3oc(-c4cccnc4)nc3c2)cc(OC)c1OC
(6) COc1ccc(NC(=O)CS(=O)(=O)c2ccc(Br)cc2)cc1
(7) Cc1ccc(NC(=O)CNC(=O)c2cccc(C)c2)nc1
(8) Cc1ccc(OCC(=O)NNC(=O)CSC(=S)N2CCCC2)cc1
(9) N#CC(CC(=O)c1ccc(Cl)cc1)c1ccccc1 (stereo not drawn)
(10) COc1ccc(NC(=O)CN(C)S(=O)(=O)c2ccccc2)cc1OC

Compound	1	2	3	4	5	6	7	8	9	10
Vif-A3G inh	2%	x	-1%	0%	-8%	-1%	2%	3%	1%	4%
Vif-APOBEC3F blk	1%	x	7%	-1%	1%	-2%	-23%	3%	1%	-2%
D1 antagonist	5	5	x	5	8	-4	7	-26	x	-19
Glioma ERSR ind	-4%	x	10%	2%	-6%	-7%	0%	-3%	-3%	-2%
RXFP1 ag	-1.3%	-1.1%	x	1.3%	-1.9%	-0.3%	1.9%	-0.8%	x	1.4%
D2 potentiator	7	-15	x	-4	20	9	2	-3	x	4
D1 potentiator	-2	-3	x	4	-6	3	-1	0	x	-7
LDHA block	-4	-9	-6	-8	-6&0	-19	-6	-11	2	-5
D1 ag	6	1	x	7	2	2	5	1	x	3

(11) CCOC(=O)Cn1c(CN2CCN(c3ccc(OC)cc3)CC2)nc2c1c(=O)[nH]c(=O)n2C
(12) Cc1ccccc1COn1nnc2ccc(S(=O)(=O)N3CCOCC3)cc21
(13) COC(=O)c1sc2ccccc2c1NC(=O)c1coc2ccccc2c1=O
(14) Cc1ccc(C(=O)O)cc1NC(=O)c1ccc(Cn2nc(C)c(Cl)c2C)o1
(15) CCOC(=O)C1CCCN(C(=O)c2cccc3ccccc23)C1 (stereo not drawn)
(16) Cc1ccc(S(=O)(=O)N(C)C(=O)NC(=O)NS(=O)(=O)c2ccccc2)cc1
(17) O=C(CCC(=O)N(CC(=O)NC1CCCCC1)CC1CCCO1)Nc1nccs1 (stereo not drawn)
(18) O=C(COC(=O)c1cccnc1Nc1ccccc1F)NCc1ccc2c(c1)OCO2
(19) CC(C)[C@H](NC(=O)C1CCN(S(=O)(=O)c2ccccc2)CC1)C(=O)NCc1ccccc1
(20) O=C(OCc1ccccc1C(F)(F)F)c1ccc(Br)c(S(=O)(=O)N2CCOCC2)c1

Compound	11	12	13	14	15	16	17	18	19	20
Vif-A3G inh	4%	0%	1%	3%	2%	-1%	1%	1%	1%	4%
Vif-APOBEC3F blk	4%	u	-2%	-7%	-6%	-5%	-1%	3%	-14%	-9%
D1 antagonist	4	-10	-10	3	-1	-3	-3	0	-45*	x
Glioma ERSR ind	0%	-2%	0%	-1%	0%	-5%	-5%	3%	1%	-4%
RXFP1 ag	-1.2%	2.1%	1.2%	0.2%	-0.6%	-2.4%	0.7%	0.6%	2.0%	x
D2 potentiator	-15	-3	6	6	4	8	-4	10	-8	x
D1 potentiator	-4	-1	0	1	-3	0	-3	-9	-3	x
LDHA block	7	-7	-3	5	-7	-10	-5	-10	-1	-3
D1 ag	-2	0	-1	2	0	1	0	6	2	x

(21) CN(C)S(=O)(=O)c1cccc(C(=O)Nc2ccccc2C(=O)NC2CC2)c1
(22) CCOc1ccccc1NC(=O)Cn1cc(C(=O)c2cccc(OC)c2)c(=O)c2ccc(C)nc21
(23) C[C@H]1CN([C@@H](C)CO)C(=O)c2cc(NC(=O)c3ccncc3)ccc2O[C@H]1CN(C)Cc1ccc(C(=O)O)cc1
(24) CCOC(=O)C1CCN(C(=O)c2ccccc2NS(=O)(=O)c2ccccc2)CC1
(25) COc1ccc(NC(=O)CCC(=O)c2ccc(-c3ccccc3)cc2)cc1
(26) COc1ccc(CCNC(N)=S)cc1OC
(27) CN(Cc1ccccc1)S(=O)(=O)c1ccc(Cl)c(C(=O)OCC(=O)NC2CCS(=O)(=O)C2)c1 (stereo not drawn)
(28) CC(C)(C)OC(=O)N1CCOCCOCCN(C(=O)OC(C)(C)C)CCOCC1
(29) CCOC(=O)/C(=N\Nc1ccccc1Cl)N1CCN(Cc2ccccc2)CC1
(30) COC(=O)c1ccc(/C=N/NC(=O)CC(=O)NCC(C)C)cc1

Compound	21	22	23	24	25	26	27	28	29	30
Vif-A3G inh	0%	1%	0%	0%	-5%	0%	3%	-1%	-7%	1%
Vif-APOBEC3F blk	-1%	-2%	-3%	5%	-2%	-17%	-1%	-3%	-2%	-7%
D1 antagonist	x	19	x	-10	2	-10	x	2	2	-2
Glioma ERSR ind	0%	-1%	-3%	-3%	2%	-5%	-8%	-2%	-2%	-2%
RXFP1 ag	x	15%	x	1.2%	11%	4.6%	x	-0.2%	-0.1%	0.8%
D2 potentiator	x	4	x	6	15	0	x	3	-13	2
D1 potentiator	x	-1	x	4	-4	-8	x	-5	10	-6
LDHA block	-11	-4	-16	-3	-3	-7	-6	0	-1	-5
D1 ag	x	2	x	3	2	-1	x	0	4	2

(31) CCOC(=O)[C@H]1[C@H]2COc3ccc(Br)cc3[C@H]2N2C(=O)CN(Cc3ccc(C)cc3)C(=O)[C@@]12C
(32) CCOC(=O)CNC(=O)c1cc2c(=O)n3cccc(C)c3nc2n1C
(33) O=C(O)CC(CC(=O)Nc1ccc(N2CCOCC2)cc1)c1ccccc1 (stereo not drawn)
(34) O=C(O)COc1ccccc1C1Nc2ccccc2-c2nnc(SCc3ccc(Cl)cc3)nc2O1 (stereo not drawn)
(35) CC1CCc2c(sc3ncnc(NS(=O)(=O)c4cccs4)c23)C1 (stereo not drawn)
(36) O=C(N/C(=C/c1cccnc1)C(=O)N1CCOCC1)c1ccccc1F
(37) CCCC(=O)N1CC(=O)Nc2ccc(Cl)cc2C1c1ccccc1 (stereo not drawn)
(38) Cc1ccc(NS(=O)(=O)c2ccc(NC(=O)CSc3ccc(Cl)cc3)cc2)c(C)c1
(39) CCOC(=O)CSc1nc(=O)n2ccccc2n1
(40) CCN(CC)S(=O)(=O)c1cc(NC(=O)CCNC(=O)c2ccco2)ccc1C

Compound	31	32	33	34	35	36	37	38	39	40
Vif-A3G inh	5%	7%	-1%	-3%	-3%	-2%	-1%	-3%	-4%	-1%
Vif-APOBEC3F blk	-18%	1%	-16%	-3%	1%	-5%	2%	-4%	5%	10%
D1 antagonist	x	-10	8	-9	-6	8	8	-2	15	-5
Glioma ERSR ind	-2%	-1%	0%	1%	2%	-2%	-4%	-4%	-1%	-3%
RXFP1 ag	x	-1.7%	2.4%	-1.1%	1.8%	-0.2%	-2.5%	0.1%	u	-0.9%
D2 potentiator	x	18	9	15	5	-4	23	-6	7	5
D1 potentiator	x	-2	1	-2	-1	-2	0	1	-3	-8
LDHA block	-5	-10	-1	-9	-3	-5	-7	-5	-4	-3
D1 ag	x	4	5	5	14	1	0	7	2	3

(41) Cc1cc(C(=O)N/N=C/c2ccc(O)c([N+](=O)[O-])c2)n[nH]1
(42) Cc1ccc(-n2nc3ccc(NC(=O)c4cc5ccccc5o4)cc3n2)cc1
(43) CC(C)(C)n1nnnc1C(c1cccs1)N1CCCc2ccccc21 (stereo not drawn)
(44) O=C1CCCC/C1=C/NCc1ccccc1
(45) CCOc1ccc(C(=O)NCC(=O)NCC2CCCCC2)cc1OCC
(46) O=C(NC(=S)Nc1ccc2c(c1)OCO2)c1ccc(Cl)cc1

Compound	41	42	43	44	45	46
Vif-A3G inh	0%	-2%	1%	-2%	0%	-4%
Vif-APOBEC3F blk	13%	1%	-1%	6%	5%	7%
D1 antagonist	9	10	-15	5	-34*	-24
Glioma ERSR ind	1%	2%	1%	3%	-1%	6%
RXFP1 ag	-1.6%	4.2%	0.4%	1.7%	0.6%	0.3%
D2 potentiator	7	-9	12	4	-9	4
D1 potentiator	12	0	-6	-1	2	2
LDHA block	-2	-8	-2	0	-4	-4
D1 ag	1	0	2	0	1	6
